# SENP8 block-1: blocks human SENP8 cleavage of Nedd8 substrate; AID 602440; inhibition, % at 20 µM; 360,000 tested, 0.64% active; recombinant SENP8, Nedd8 substrate fluorescence; Q96LD8; in the data active means inhibition mostly above about 40%, no sharp cut-off; inactive means mostly below about 27%
# Target sequence (Q96LD8 whole entry, looked up): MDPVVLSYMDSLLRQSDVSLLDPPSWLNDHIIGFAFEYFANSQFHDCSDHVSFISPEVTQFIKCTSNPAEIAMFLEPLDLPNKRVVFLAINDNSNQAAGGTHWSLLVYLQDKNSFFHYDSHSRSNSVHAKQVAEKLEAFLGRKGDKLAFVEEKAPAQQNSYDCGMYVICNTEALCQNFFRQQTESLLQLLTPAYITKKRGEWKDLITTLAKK
# SENP7 block: blocks the human protease SENP7; Q9BQF6; recombinant SENP7, Z-RLRGG-aminoluciferin luminescence, 40 min; inhibition, % at 5 µM; 330,000 tested, 1.5% active; AID 434973;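 active means inhibition above about 50% at the single test dose, limit read from the data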;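 further: plate controls were DMSO with enzyme for no effect and no enzyme buffer wells for full effect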
# SENP6 block: inhibitors of human SENP6 protease | 330,000 tested, 1.8% active | Recombinant SENP6 catalytic domain, aminoluciferin luminescence | inhibition, % at 10 µM;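 active means inhibition above about 50% at the single tested dose, limit read from the data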;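 further: plate controls were DMSO wells with enzyme for no effect and DMSO wells lacking enzyme for full effect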
# SENP8 block-2: SENP8 protease inhibition; Q96LD8; purified SENP8, Z-RLRGG-aminoluciferin cleavage, luminescence; inhibition, % at 10 µM; 330,000 tested, 1.2% active; AID 2540; in the data active means inhibition above about 50%
# A3G deaminase: inhibitors of human APOBEC3G DNA deaminase. recombinant A3G, ssDNA deamination FAM/TAMRA fluorescence. inhibition, % at 20 µM. Q9HC16. 330,000 tested, 0.28% active;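 active means inhibition of at least 40% at 20 µM, with no more than 30% in the related APOBEC3A deaminase screen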;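 further: plate controls were DMSO wells with A3G for no effect and wells lacking A3G enzyme for full effect; some compounds called inactive have numbers as strong as hits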
# Target sequence (Q9HC16 whole entry, looked up): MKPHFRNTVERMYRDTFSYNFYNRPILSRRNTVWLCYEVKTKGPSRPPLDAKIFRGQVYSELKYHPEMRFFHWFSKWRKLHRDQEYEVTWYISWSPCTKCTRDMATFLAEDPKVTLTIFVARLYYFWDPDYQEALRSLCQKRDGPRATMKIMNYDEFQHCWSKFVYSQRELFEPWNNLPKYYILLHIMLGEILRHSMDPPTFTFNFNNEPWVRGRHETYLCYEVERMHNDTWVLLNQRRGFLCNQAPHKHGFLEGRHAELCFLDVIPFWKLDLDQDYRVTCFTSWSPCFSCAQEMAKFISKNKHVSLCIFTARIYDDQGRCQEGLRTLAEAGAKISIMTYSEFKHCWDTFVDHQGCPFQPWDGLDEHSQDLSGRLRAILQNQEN
# UBC13 inh: blocks human UBC13 polyubiquitin chain formation; inhibition, % at 20 µM; 330,000 tested, 0.47% active; P61088; TR-FRET; in the data active means inhibition above about 45%, passing the limit was not always enough
# Target sequence (P61088 whole entry, looked up): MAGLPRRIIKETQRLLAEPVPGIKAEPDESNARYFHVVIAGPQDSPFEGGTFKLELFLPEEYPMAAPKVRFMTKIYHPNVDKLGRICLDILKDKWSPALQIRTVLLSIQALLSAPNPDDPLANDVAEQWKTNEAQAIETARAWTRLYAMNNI
# Apaf-1 inh: blocks human Apaf-1 apoptosome activity. 330,000 tested, 0.71% active. AID 489030. reconstituted apoptosome caspase-3 activity, DEVD-Rh110 fluorescence. inhibition, % at 20 µM. O14727; active means inhibition of at least 40% at 20 µM;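 further: plate controls were DMSO wells for no effect and DEVD-CHO caspase inhibitor wells for full effect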
#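 Material: reconstituted apoptosome with Apaf-1, cytochrome c, caspase-9, procaspase-3, dATP / Buffer or medium: pH 7.5 Hepes buffer with CHAPS, BSA, DTT / Also added: cytochrome c with DEVD-Rh110 / Schedule: compound with Apaf-1, dATP, procaspase-3 30 min, then 50 min reaction, room temperature / Technique: rhodamine 110 fluorescence at Ex 480/Em 540 nm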
# SENP1 inh: SENP1 (human) catalytic domain inhibition; recombinant SENP1 catalytic domain, CyPet-SUMO1-YPet FRET cleavage; 360,000 tested, 0.21% active; inhibition, % at 10 µM; AID 624204;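 active means inhibition at least 30% at 10 µM, raw YFP signal under a set limit, fluorescence ratio 0.5 to 1.5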;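 further: 0% = enzyme with DMSO and 100% = no enzyme wells; some results filed as inactive read as strong as hits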
# Target sequence (Q9P0U3 419-644 limits assumed): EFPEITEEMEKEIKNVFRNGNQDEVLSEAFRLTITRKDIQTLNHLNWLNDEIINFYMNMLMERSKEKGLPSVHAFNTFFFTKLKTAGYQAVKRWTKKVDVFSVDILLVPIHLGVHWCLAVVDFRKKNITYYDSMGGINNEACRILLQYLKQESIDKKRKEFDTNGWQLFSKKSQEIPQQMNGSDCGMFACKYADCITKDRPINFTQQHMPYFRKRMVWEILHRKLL
#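 Assay system: hSENP1 catalytic domain, recombinant. Amount: SENP1 enzyme, 20 pM final. Schedule: 50 min reaction, RT, dark. Technique: FRET, CFP and YFP emission. Control set: no-enzyme wells low, DMSO-plus-enzyme wells high control.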
# Starred values were filed as active, the others as inactive.
SMILES,SENP8 block-1,SENP7 block,SENP6 block,SENP8 block-2,A3G deaminase,UBC13 inh,Apaf-1 inh,SENP1 inh
OCC1CCCN(Cc2cn(Cc3ccccc3)nc2-c2cc3ccccc3o2)C1 (stereo unspecified),-5,4,13,1,-4,10,-1,-1
COC(=O)c1cc2ccsc2n1CC(=O)Nc1ccc(N(C)C)cc1,11,-2,15,-1,-2,0,5,0
Fc1ccc(CSc2nnc(-c3cnccn3)n2Cc2ccco2)cc1,-19,9,7,-2,-1,8,0,0
CC(C)c1ccc(/C=C/C(=O)NC(=S)NN2CCOCC2)cc1,15,-7,0,-2,-9,6,-3,2
O=C(CSc1ccc(-c2ccccn2)nn1)NCc1ccc(Cl)cc1,14,7,-14,0,0,-11,-18,5
O=C(C1CC1)N1CCN=C1SCc1ccc(Cl)cc1,23,1,-4,-1,2,20,-2,1
c1ccc(Nc2nc(-c3ccccc3)nc3ccccc23)cc1,-222,12,-8,-5,-1,13,11,2
O=C(CCCN1C(=O)CCC1=O)Nc1cccc(C(F)(F)F)c1,30,5,-8,1,1,3,-5,1
COc1ccc(CNc2ccc(S(=O)(=O)N3CCN(C)CC3)cn2)cc1OC,-3,5,6,17,-1,0,8,-2
CCc1ccnc(NS(=O)(=O)c2ccc3c(c2)CCO3)c1,-180,-6,-24,-3,-6,0,-4,3
O=C(Nc1cccc(-c2nc3ccccc3o2)c1)c1ccc(N2C(=O)C3C4C=CC(C4)C3C2=O)cc1 (stereo unspecified),0,3,-5,2,-5,-1,13,0
COc1cc(Br)c(-c2sc(Nc3ccccc3)n[n+]2-c2ccc(F)cc2)cc1OC,8,-2,-14,4,-1,19,6,-7
CC1(C)C=C(c2ccc(O)cc2)CC(C)(C)N1,4,-3,-29,-5,0,3,-11,0
Cc1ccc(S(=O)(=O)NC2OC(=O)C(Cl)=C2Cl)cc1 (stereo unspecified),1,0,-2,5,-4,3,-2,3
COc1ccc2oc(=N)c(C(=O)NCc3ccccc3)cc2c1,-361,-1,3,5,-8,9,-7,-98

# 3 compounds from above, sorted by number of heavy atoms, ascending.
SMILES,SENP8 block-1,SENP7 block,SENP6 block,SENP8 block-2,A3G deaminase,UBC13 inh,Apaf-1 inh,SENP1 inh
CC1(C)C=C(c2ccc(O)cc2)CC(C)(C)N1,4,-3,-29,-5,0,3,-11,0
COc1ccc2oc(=N)c(C(=O)NCc3ccccc3)cc2c1,-361,-1,3,5,-8,9,-7,-98
COc1ccc(CNc2ccc(S(=O)(=O)N3CCN(C)CC3)cn2)cc1OC,-3,5,6,17,-1,0,8,-2

# Next section.
SMILES,SENP8 block-1,SENP7 block,SENP6 block,SENP8 block-2,A3G deaminase,UBC13 inh,Apaf-1 inh,SENP1 inh
O=C(CCNC(=O)c1ccccc1)OCN1C(=O)c2ccccc2C1=O,27,-5,6,3,2,6,-8,2
CSCCC(NC(=O)CCC(=O)OCC(=O)[C@@]1(O)CCC2[C@@H]3CCC4=CC(=O)C=C[C@]4(C)C3[C@@H](O)C[C@@]21C)C(=O)O (stereo partly specified),16,3,3,-4,-12,4,1,1
Cc1ccc(SCC(=O)Nc2ccc(S(=O)(=O)Nc3nccs3)cc2)cc1,2,-8,26,-4,-6,-9,2,-5
CSc1ccc(C(=O)C2CCCN(Cc3ccc(N4CCNC4=O)cc3)C2)cc1 (stereo unspecified),36,8,-2,-5,-5,-3,-12,2
COc1ccc(-c2cn3cc(C(=O)NN)ccc3n2)cc1,-432,-2,-21,-10,-5,5,-3,0
COc1ccc(CN2CCC(C(=O)c3cccc(Cl)c3)CC2)cc1,17,2,7,1,-9,1,5,-1
O=C(Nc1ccc(OC(=O)c2ccco2)cc1)c1ccco1,14,86*,83*,29,-3,6,-6,1
CCN(CC)S(=O)(=O)c1ccc(Nc2nc3ccccc3n3nnnc23)cc1,-449,4,3,9,-4,-4,16,-64
COc1ccc(CCC(=O)Nc2cccc(S(=O)(=O)N3CCCC3)c2)cc1OC,-13,1,-25,9,-7,-4,-2,-4
O=C(Nc1nncs1)c1c(F)c(F)c(F)c(F)c1F,14,5,-4,3,-6,5,-1,-1
O=C(CSc1nc2ccccc2[nH]1)N1CCN(c2ccccc2)CC1,24,1,0,3,5,-9,20,2
O=C(CSc1nncs1)NCCNC(=O)CSc1nncs1,27,-1,-4,12,-3,5,-2,3
Cc1ccc2[nH]c(=O)c(CN(Cc3cccnc3)C(=S)NCCCN(C)C)cc2c1,-95,-2,3,4,-16,8,-12,-5
COc1ccc(/C=N/n2c(C)cc(C)c(C(N)=O)c2=O)cc1,-3,2,-6,-7,1,-4,-25,2
Cc1cc(C)cc(N2CC(C(=O)NC3CCCCC3)CC2=O)c1 (stereo unspecified),-8,3,-22,-9,-14,-3,6,1
Cc1cnc([N+](=O)[O-])n1CCOC(=O)NC(=O)c1ccccc1,10,10,13,0,-2,8,-10,2
O=C(NCC1CCCO1)c1cccc(S(=O)(=O)N2CCOCC2)c1 (stereo unspecified),9,-13,13,2,-1,6,-3,2
Cc1cc(=O)[nH]c(SCC(N)=O)c1C#N,16,3,-8,0,-4,-8,1,0
O=C(CN1C(=O)c2cccc([N+](=O)[O-])c2C1=O)NCc1ccccc1,14,4,-9,-13,-3,-4,-2,-1
C/C(=N/NC(=O)c1cc(-c2ccc(Cl)s2)[nH]n1)c1ccco1,-7,5,-32,-14,2,3,9,-8
Cc1ccc(C)c2c1N(Cc1ccccc1)C(=O)C21OCCO1,0,-4,-1,-10,-5,-12,18,2
O=C(COC(=O)/C=C/C(=O)N1CCN(c2ccccc2)CC1)NC(c1ccccc1)c1ccccc1,8,2,-24,4,2,11,14,-2
COc1ccc(NC(=O)c2nnn(Cc3ccc(SC)cc3)c2N)c(OC)c1,10,-5,-10,1,-6,-11,-3,0
COc1ccc(-c2c(-c3ccccc3OC)sc3ccccc23)cc1,-165,5,-11,-13,-8,19,6,1
COc1ccc(Cl)cc1NC(=O)C/C(C)=N/NC(=O)c1ccccc1Cl,15,9,-9,-5,-3,1,8,2
O=S(=O)(Nc1ccc(-n2cccc2)cc1)c1ccccc1,23,-2,-5,-11,-3,-1,12,1
O=C1CN(C(=O)c2ccccc2Cl)c2ccccc2N1,-3,3,-6,9,-10,-2,-6,3
Cc1ccc(C2C(=O)N(C3CCCC3)CC(=O)N2C2CCCCC2)cc1 (stereo unspecified),13,7,-4,2,-3,4,6,3
CC(C)(C)c1ccc(C(=O)NC(=O)COC(=O)c2ccc(Br)o2)cc1,-1,-11,5,14,1,-12,-4,0
Nc1nnnn1CC(=O)N/N=C/c1cc([N+](=O)[O-])ccc1O,13,-5,-10,-6,-7,-27,-6,0

# Only SENP8 block-2 and SENP7 block, for some of the entries so far:
smiles,SENP8 block-2,SENP7 block
O=C(COC(=O)/C=C/C(=O)N1CCN(c2ccccc2)CC1)NC(c1ccccc1)c1ccccc1,4,2
COc1ccc(NC(=O)c2nnn(Cc3ccc(SC)cc3)c2N)c(OC)c1,1,-5
COc1ccc(-c2c(-c3ccccc3OC)sc3ccccc23)cc1,-13,5
COc1ccc(Cl)cc1NC(=O)C/C(C)=N/NC(=O)c1ccccc1Cl,-5,9
O=S(=O)(Nc1ccc(-n2cccc2)cc1)c1ccccc1,-11,-2

# Remaining list, next part
SMILES,SENP8 block-1,SENP7 block,SENP6 block,SENP8 block-2,A3G deaminase,UBC13 inh,Apaf-1 inh,SENP1 inh
Cc1ccccc1C(=O)NC(=S)N(CCO)Cc1ccccc1,22,-3,-25,-6,-9,0,3,1
Cc1cc(C)nc(Nc2n[nH]c(-c3ccccc3Cl)n2)n1,14,-5,-22,-6,-8,5,-5,1
Cc1cc(C)c(S(=O)(=O)n2c([N+](=O)[O-])cnc2C)c(C)c1,11,1,-10,-1,-4,0,-2,3
CCN1CCN(S(=O)(=O)c2ccc(Cl)c(C(=O)N(C)Cc3ccc(F)cc3)c2)CC1,7,0,-1,4,-11,7,6,1
CCOc1ccc2[nH]c(=O)c(CN(CCN3CCCC3)C(=S)Nc3ccccc3OCC)cc2c1,-234,4,-17,4,-7,18,-3,-14
COc1ccc(-c2nc(N)n(C(=O)c3ccc(C)cc3)n2)cc1,-2,0,-18,-6,-11,9,-7,5
Cc1ccc(NC(=O)Nn2cnnc2)c(C)c1,12,-7,18,6,-4,-1,-2,2
Cc1ccc(NC(=O)CN(C)CC(=O)Nc2ccccc2Oc2ccccc2)cc1,20,-9,-6,-12,-10,-10,18,1
COc1ccc(NC(=O)CC2CCCCC2)cc1OC,1,4,-14,-2,-6,-1,2,-1
Oc1ccc(Br)cc1/C=N/n1cnc2ccccc21,-165,6,-3,-2,-7,4,-1,-23
O=C(O)C1C2CCC(O2)C1C(=O)NCc1ccc(Cl)cc1 (stereo unspecified),18,1,-13,-10,-8,9,3,1
CO/N=C/CC(=O)Nc1ccc(F)cc1F,20,1,7,6,-5,7,-3,4
CCOCCCNC(=O)c1ccc(Br)cc1,29,-5,-17,-9,-6,-6,-2,1
S=c1[nH]nc(C2CCCCC2)n1/N=C/c1ccccc1,18,5,-4,-2,11,3,20,2
Cc1c(N2C(=O)c3cccc4cccc(c34)C2=O)cnn1C,-6,7,-3,-2,5,-8,-11,-3
COCCNC(=O)CCSc1nc(-c2ccc(OC)cc2)cc(C(F)(F)F)n1,-138,-7,-8,-5,-7,4,3,-1
Cc1nn(C)cc1C(=O)Nc1ccccc1Br,11,2,-2,-7,-3,-1,0,2
Cc1ccc(C)c(S(=O)(=O)NCc2ccc(C(=O)N3CC(C)OC(C)C3)cc2)c1 (stereo unspecified),26,-9,-5,2,3,-2,-2,0
COc1ccc(O)c(CN2CCCC(N3CCN(c4ccccc4OC)CC3)C2)c1 (stereo unspecified),7,-1,1,-3,-8,-3,-1,1
CC1=C(C(=O)NCc2ccc(Cl)cc2)C2(CCC(C)CC2)OC1=O (stereo unspecified),20,-11,-31,-7,-5,8,-1,2
CN(C)C(=S)Nc1ccc(S(=O)(=O)N2CCCCC2)cc1,-3,-2,-16,7,-6,4,5,1
CCOC(=O)c1cnc2ccc(OC)cc2c1Nc1ccc2c(c1)OCCO2,30,1,-9,-5,1,3,17,3
COC1(c2cc(-c3ccccc3)nc(N)n2)CCCCC1,-39,8,1,4,2,5,2,0
Cc1ccc(N2C(N)=C(C#N)C(c3cc(CN4CCOCC4)cs3)C3=C2CC(C)(C)CC3=O)cc1 (stereo unspecified),-19,2,10,7,-9,-1,-1,-6
N#Cc1c(N)nc2c(c1N)CC(=O)N2c1ccccc1-c1ccccc1,10,7,8,-4,1,-2,0,-2
CCOC(=O)C1=c2/c(=C/c3ccncc3)c(N)c(C(=O)OC)n2C(=O)C(c2ccncc2)S1 (stereo unspecified),34,-6,-2,7,-4,-2,0,3
CC(C)c1ccc(C(=O)Nc2nnc(S(=O)(=O)N3CCOCC3)s2)cc1,-376,-11,-7,2,0,1,11,2
Cc1ccc(NC(=O)N2CCc3ccccc3C2)cc1C,4,-4,-11,-4,-7,8,-10,-2
Cc1ccc(CO/N=C/c2c(O)cc(C)oc2=O)cc1,7,8,-12,-3,-2,2,-2,1
CCc1ccc(C(C)NC(=S)NC2CCCCC2)cc1 (stereo unspecified),-4,-7,-7,3,-5,3,16,2
CCN(CC(=O)Nc1c(F)cccc1F)C(=O)CNC(=O)c1ccco1,5,-5,-14,2,-2,-2,2,-1
CC(C)(C)OC(=O)NCCCC[C@H](NC(=O)c1nc[nH]c1C(=O)N[C@@H](CCCCNC(=O)OC(C)(C)C)C(=O)OC(C)(C)C)C(=O)OC(C)(C)C,12,-2,6,5,0,-53,22,3
CSCC[C@H](N)C(=O)NCC1CCC(C(=O)Nc2ccc3c(c2)OCO3)CC1 (stereo partly specified),25,5,-4,-3,-10,2,-5,1
C=CCC[C@H](Cc1ccc(F)cc1)C(=O)OC[C@@H](Cc1c[nH]c2ccccc12)NC(=O)[C@@H](CC=C)CC(=O)NCCO,8,-6,6,-14,-8,34,26,2

# Entries listed above shown as hits in SENP7 block:
SMILES	SENP7 block	SENP6 block	A3G deaminase	UBC13 inh	SENP1 inh
O=C(Nc1ccc(OC(=O)c2ccco2)cc1)c1ccco1	86*	83*	-3	6	1
